Rtt109 HAT inh – inhibitors of Candida albicans Rtt109/Vps75 histone acetyltransferase; purified Rtt109/Vps75, ThioGlo CoA-SH fluorescence, 4 h; AID 540336; actives 0.16% (n = 330,000); inhibition, % at 34.9 µM;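 active = inhibition of at least 50% in every replicate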
Target sequence (Q5AAJ8 whole entry, looked up): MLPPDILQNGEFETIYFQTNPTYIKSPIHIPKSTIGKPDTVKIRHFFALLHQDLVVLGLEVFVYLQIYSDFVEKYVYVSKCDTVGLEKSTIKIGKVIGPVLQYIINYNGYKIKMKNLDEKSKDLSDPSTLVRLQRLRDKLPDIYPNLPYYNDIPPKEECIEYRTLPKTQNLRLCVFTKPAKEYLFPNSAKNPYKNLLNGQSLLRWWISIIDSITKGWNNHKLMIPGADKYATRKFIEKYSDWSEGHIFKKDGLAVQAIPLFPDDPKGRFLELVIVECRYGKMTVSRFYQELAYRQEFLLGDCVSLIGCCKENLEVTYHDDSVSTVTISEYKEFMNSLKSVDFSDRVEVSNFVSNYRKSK
SR-BI uptake up – enhances SR-BI lipid uptake from DiI-HDL | actives 0.096% (n = 320,000) | CHO ldlA[mSR-BI] cells, DiI-HDL uptake fluorescence, 3 h; 100 = double the neutral-control signal | activation, % at 12.5 µM | AID 504775;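 active = mean replicate activation of at least 60% and every replicate at or above 60%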;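 also: 0% = median plate neutral-control signal and 100% = twice that signal; values of inactives mirror those of a sister screen read the other way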
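Test system: SR-BI-overexpressing, LDLR-lacking CHO cells; Also added: labelled HDL, 10 µg/mL; Measured by: bottom-read cell fluorescence after medium removal, ex 550/em 595 nm; Timing: 3 h uptake period with compound, 37 °C; Buffer or medium: F12, 0.5% BSA, 25 mM HEPES; Doses: single compound concentration, delivered by pin transfer.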
Cardiac RTF inh – cardiac RTF calcium desensitization. IANBD-labeled cardiac RTF, Ca2+ fluorescence. inhibition, % at 7.15 µM. actives 0.12% (n = 340,000). AID 493244;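 active = inhibition above the mean inhibition of all tested compounds plus 3 SD, cut at about 17% in these data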;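 also: assay run at fixed EC70 calcium of 1.6 mM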
DAGLB inh – diacylglycerol lipase beta (human) inhibition | Q8NCG7 | HEK293T DAGLB membrane lysate, EnzChek fluorogenic substrate | inhibition, % at 5.17 µM | actives 0.059% (n = 340,000) | AID 504411; in the data active = inhibition above about 34%;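 also: 0% = enzyme with vehicle and 100% = wells lacking enzyme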
Target sequence (Q8NCG7 whole entry, looked up): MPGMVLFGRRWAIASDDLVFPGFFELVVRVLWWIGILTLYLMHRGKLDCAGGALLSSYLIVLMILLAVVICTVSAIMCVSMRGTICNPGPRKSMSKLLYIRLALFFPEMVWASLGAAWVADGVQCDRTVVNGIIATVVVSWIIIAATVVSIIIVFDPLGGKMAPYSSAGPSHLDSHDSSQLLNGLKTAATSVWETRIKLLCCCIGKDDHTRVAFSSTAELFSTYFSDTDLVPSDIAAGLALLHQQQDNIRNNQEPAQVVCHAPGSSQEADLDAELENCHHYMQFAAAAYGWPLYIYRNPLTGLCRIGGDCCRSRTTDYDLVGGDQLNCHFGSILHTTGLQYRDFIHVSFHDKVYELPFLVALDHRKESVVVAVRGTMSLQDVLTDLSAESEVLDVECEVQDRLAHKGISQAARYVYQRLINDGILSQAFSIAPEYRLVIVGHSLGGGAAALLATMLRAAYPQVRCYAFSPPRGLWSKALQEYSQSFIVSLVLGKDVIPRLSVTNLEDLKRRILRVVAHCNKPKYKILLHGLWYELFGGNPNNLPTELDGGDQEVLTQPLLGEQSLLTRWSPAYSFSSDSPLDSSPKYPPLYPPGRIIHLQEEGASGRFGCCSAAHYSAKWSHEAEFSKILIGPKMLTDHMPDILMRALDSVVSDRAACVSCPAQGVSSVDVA
cardiac RTF act – increases calcium sensitivity of human cardiac regulated thin filaments; AID 493008; P19429+P45379; activation, % at 7.2 µM; IANBD-labeled TnC RTF fluorescence at EC20 calcium; 0% EC20 calcium, 100% full calcium; actives 0.24% (n = 340,000);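 active = activation above the mean over all tested compounds plus 3 SD, cut at about 30% in these data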;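 also: rise in fluorescence read as greater calcium sensitivity of cardiac thin filaments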
CAL PDZ FP-1 – inhibitors of human CAL PDZ peptide binding. Q9HD26. purified CAL PDZ, TMR-peptide fluorescence polarization, 1 h. inhibition, % at 24.9 µM. actives 0.92% (n = 300,000). AID 602252;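 active = mean inhibition of at least 30% with at least half of replicates also reaching 30%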;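 also: 0% = DMSO neutral control and 100% = excess unlabeled competitor peptide PRC23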
PKA-R2B act – activators of human PKA-R2B complex; actives 0.079% (n = 340,000); P22694+P31323; AID 504700; activation, % at 11.4 µM; PKA-R2B holoenzyme dissociation, Cy5-IP20 fluorescence polarization; R2B truncated from residue 108, S112A mutant; 0% DMSO only, 100% 113 µM cGMP;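 active = activation above a cutoff set at the mean over all compounds plus 3 SD, cut at about 18% in these data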;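 also: higher means more holoenzyme dissociation and a rise in polarization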
Keap1-Nrf2 PPI – disrupts human Keap1 binding to Nrf2 peptide; inhibition, % at 9.4 µM; AID 504523; Keap1 Kelch-Nrf2 peptide fluorescence polarization, 1536-well; actives 0.15% (n = 340,000); in the data active = inhibition above about 12%;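 also: human Keap1 Kelch domain with fluorescein labeled Nrf2 9mer peptide probe; 0% = neutral control wells and 100% = peptide positive control; higher means more block of Keap1 binding to Nrf2 peptide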
CAL PDZ FP-2 – blocks peptide binding to human CAL PDZ domain; AID 504414; actives 0.02% (n = 330,000); inhibition, % at 20 µM; Q9HD26; purified CAL PDZ, TMR-peptide fluorescence polarization, 1 h;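 active = highest replicate inhibition of at least 40%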;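 also: plate controls were DMSO neutral control wells for no effect and unlabeled competitor peptide control wells for full effect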
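Control set: unlabelled peptide and DMSO controls / Material: purified CerCALP PDZ construct / Timing: 1 h incubation at room temperature before polarization reading / Doses: 20 µM, one dose / Detection: fluorescence polarization (mP)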
LANA DNA inh – blocks KSHV LANA C-terminal domain binding to DNA. MBP-C-LANA/FAM-LBS DNA binding, fluorescence polarization. inhibition, % at 9 µM. actives 0.078% (n = 340,000). AID 504423;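 active = highest replicate inhibition at or above 60% at 9 µM, even if other replicates fall short; inactive = all replicates below 60% inhibition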;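 also: 0% = neutral control wells and 100% = 4 µM acridine orange control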
* = called active by the depositor; nt = not tested or not shown.

SMILES	Rtt109 HAT inh	SR-BI uptake up	Cardiac RTF inh	DAGLB inh	cardiac RTF act	CAL PDZ FP-1	PKA-R2B act	Keap1-Nrf2 PPI	CAL PDZ FP-2	LANA DNA inh
CN(CC1COc2ccccc2O1)C(=O)CSc1nncs1 (centres undefined)	3	14	1	-2	-3	nt	-1	-1	-0.7	-0.5
Cc1ccc2nc(SCC(=O)Nc3ccc(F)cc3F)nc(=O)n2c1	-6	15	-10	-1	-1	-2	0	-4	-2.8	-0.3
Cc1c(OCC(=O)N(C)C)ccc2c3c(c(=O)oc12)CCCCC3	-11	-19	-19	-3	-3	3	-7	-4	-3.6	0.4
O=[N+]([O-])c1ccc(NCCCNS(=O)(=O)c2ccccc2)c(Cl)c1	1	-7	-4	-2	4	-3	-14	-2	-2.2	0.2
CCC(C)C(=O)Nc1nc(C)c(-c2csc(Nc3ccccc3OC)n2)s1 (centres undefined)	-10	-78	-7	4	-3	-1	-14	-4	0.2	1.6
S=c1[nH]nc(/C=C/c2ccccc2)o1	-3	22	-6	1	9	-2	11	-6	-1.0	3.0
COc1ccc(N(CC(=O)NCc2ccco2)S(=O)(=O)c2ccc(C)cc2)cc1	2	9	2	-1	13	-2	-4	-7	-2.9	0.2
O=C(COC(=O)COc1cccc(Br)c1)Nc1ccc(F)cc1F	8	10	5	-2	2	-4	2	-5	-0.8	1.2
N#CCc1ccc(OC(=O)c2cnccc2C(F)(F)F)cc1	4	2	1	-3	0	-3	15	-4	-1.7	-0.2
NCCc1nnc(SCc2ccccc2F)o1	-11	-5	-8	-1	3	-2	-2	1	-1.5	-0.7
O=C(Nc1nc2ccsc2c(=O)s1)C1CCC1	1	6	nt	nt	nt	nt	nt	-2	-2.5	-0.2
COc1ccc(Cc2nc3ccccc3c(=O)n2N)cc1OC	1	4	-4	1	-2	-3	-8	-2	-0.2	-0.8
COc1ccc(-n2cnc3c(sc4nc(N5CCOCC5)c5c(c43)CCCC5)c2=O)cc1	-2	-49	-5	-3	1	-1	1	0	0.8	-0.3
N/C(=N\OC(=O)c1ccco1)c1cccnc1	7	24	6	-3	4	0	-21	0	0.7	-0.2
CCC1CCCCN1CCCNC(=O)c1c(O)nc2ccccn2c1=O (centres undefined)	-7	6	-9	1	-2	78*	0	-2	-1.2	-0.3
CC1CCCC(C)N1C(=O)COC(=O)c1cc(Br)ccc1Cl (centres undefined)	-10	nt	-1	-5	8	nt	1	-3	-5.7	-0.1
O=C(Cc1c(F)c(F)c(F)c(F)c1F)OC12CC3CC(C1)C(=O)C(C3)C2	0	6	-11	-1	12	-2	2	1	-2.7	1.1
COc1ccc(S(=O)(=O)N2CCC(C(=O)NCCCc3ccccc3)CC2)cc1	6	-1	-17	-1	0	2	3	-1	-2.7	0.9
Cc1ccc(NC(=O)CN2C(=O)c3ccccc3C2=O)nc1	0	9	nt	nt	nt	7	nt	1	-1.6	0.7
COc1ccc(C2C(C(=O)c3ccc(C)o3)=C(O)C(=O)N2CC2CCCO2)cc1OC (centres undefined)	5	nt	3	0	3	nt	-11	-2	0.1	3.0
COc1cc(CNC2CCCC2)cc(OC)c1	-1	-4	18*	-2	-2	4	3	1	-0.7	-1.3
COc1cccc(C(c2sc3nc(C)nn3c2O)N2CCN(c3ccccc3F)CC2)c1 (centres undefined)	-7	8	-10	0	3	nt	4	3	-0.3	1.0
O=C(/C=C/c1ccccc1)NC(=S)Nc1ccc(N2CCOCC2)c(Cl)c1	-1	-15	2	-3	-12	-2	-22	2	-2.2	-1.0
Cc1noc(/C=C/Nc2ccc(F)cc2F)c1[N+](=O)[O-]	6	-3	5	1	5	14	-7	0	-1.4	5.3

Among those listed so far, eight contain an aryl methoxy group.
SMILES	Rtt109 HAT inh	SR-BI uptake up	Cardiac RTF inh	DAGLB inh	cardiac RTF act	CAL PDZ FP-1	PKA-R2B act	Keap1-Nrf2 PPI	CAL PDZ FP-2	LANA DNA inh
CCC(C)C(=O)Nc1nc(C)c(-c2csc(Nc3ccccc3OC)n2)s1 (centres undefined)	-10	-78	-7	4	-3	-1	-14	-4	0.2	1.6
COc1ccc(N(CC(=O)NCc2ccco2)S(=O)(=O)c2ccc(C)cc2)cc1	2	9	2	-1	13	-2	-4	-7	-2.9	0.2
COc1ccc(Cc2nc3ccccc3c(=O)n2N)cc1OC	1	4	-4	1	-2	-3	-8	-2	-0.2	-0.8
COc1ccc(-n2cnc3c(sc4nc(N5CCOCC5)c5c(c43)CCCC5)c2=O)cc1	-2	-49	-5	-3	1	-1	1	0	0.8	-0.3
COc1ccc(S(=O)(=O)N2CCC(C(=O)NCCCc3ccccc3)CC2)cc1	6	-1	-17	-1	0	2	3	-1	-2.7	0.9
COc1ccc(C2C(C(=O)c3ccc(C)o3)=C(O)C(=O)N2CC2CCCO2)cc1OC (centres undefined)	5	nt	3	0	3	nt	-11	-2	0.1	3.0
COc1cc(CNC2CCCC2)cc(OC)c1	-1	-4	18*	-2	-2	4	3	1	-0.7	-1.3
COc1cccc(C(c2sc3nc(C)nn3c2O)N2CCN(c3ccccc3F)CC2)c1 (centres undefined)	-7	8	-10	0	3	nt	4	3	-0.3	1.0

Next section.
SMILES	Rtt109 HAT inh	SR-BI uptake up	Cardiac RTF inh	DAGLB inh	cardiac RTF act	CAL PDZ FP-1	PKA-R2B act	Keap1-Nrf2 PPI	CAL PDZ FP-2	LANA DNA inh
CN(CC(=O)Nc1cccc(F)c1)C(=O)CCCc1c[nH]c2ccccc12	0	11	9	1	-4	-4	5	-1	-1.2	-0.5
COCC(=O)Nc1ccccc1Br	0	31	7	-1	1	0	-13	-2	-0.5	1.4
COc1cc(F)c(S(=O)(=O)N2CCOc3ccccc32)cc1OC	-4	-16	-4	-5	5	-2	-6	-4	-2.1	0.0
CCCc1cc(=O)[nH]c(SCC(=O)N(C)CC(=O)Nc2ccccc2CC)n1	4	3	5	1	-6	-1	-5	0	-0.1	1.7
C=C(C)c1cccc(C(C)(C)NC(=O)NCC2CCCO2)c1 (centres undefined)	11	12	-11	0	-5	-10	6	4	-1.5	-0.8
CC(=O)NC(=S)NNC(=O)CCc1ccccc1	-3	22	-3	0	7	-1	-10	-1	-2.0	-0.3
O=C(Nc1ccc2c(c1)OCCO2)C1CCN(C(=O)c2ccc(F)cc2)CC1	-10	22	-2	-1	-5	0	-8	-1	-2.5	1.7
Cc1ccc(NC(=O)CSc2nc3ccccc3c(=O)n2CCCN2CCCCC2)cc1Cl	-1	14	-2	1	-2	-5	0	-4	-5.3	-0.1
COc1cccc(NC(=O)CN2C(=O)COc3ccc(S(=O)(=O)N4CCCCCC4)cc32)c1	22	28	-5	0	6	nt	4	-4	-1.6	-1.0
CC(C)(C)Sc1ccc(N)nc1	6	8	-2	3	4	0	-3	3	-0.3	0.7
COc1cc(C)ccc1OCc1cc(C(=O)N2C[C@H]3CC[C@H]2C3)no1	2	-3	-3	2	3	3	3	-2	-1.1	0.3
O=[N+]([O-])c1cc(C(F)(F)F)ccc1NC1CCN(Cc2ccccc2)C1 (centres undefined)	-6	27	8	-8	-2	-1	-2	-2	-1.3	0.4

Overlap with the part before: 2 compounds, then new ones.
SMILES	Rtt109 HAT inh	SR-BI uptake up	Cardiac RTF inh	DAGLB inh	cardiac RTF act	CAL PDZ FP-1	PKA-R2B act	Keap1-Nrf2 PPI	CAL PDZ FP-2	LANA DNA inh
COc1cc(C)ccc1OCc1cc(C(=O)N2C[C@H]3CC[C@H]2C3)no1	2	-3	-3	2	3	3	3	-2	-1.1	0.3
O=[N+]([O-])c1cc(C(F)(F)F)ccc1NC1CCN(Cc2ccccc2)C1 (centres undefined)	-6	27	8	-8	-2	-1	-2	-2	-1.3	0.4
CCOC(=O)C1=C(C)NC(=O)NC1c1ccc(-c2ccc(F)cc2)o1 (centres undefined)	2	8	-2	2	11	-10	-8	-4	0.4	-0.4
CCn1cc(C(=O)NCc2ccco2)c(=O)c2cc(S(=O)(=O)N3CCCC3)ccc21	-18	-14	-2	0	2	nt	-7	3	0.2	0.8
O=C(c1cccc(S(=O)(=O)N2CCOCC2)c1)N(Cc1nnc(-c2ccccc2Cl)o1)C1CC1	14	-3	-4	-4	-4	1	-10	-2	-1.2	-0.2
Cc1nc2ncnn2c(N2CCC(C(=O)NC3CCCC3)CC2)c1Cc1ccccc1	21	-26	-4	-2	-3	8	-1	1	-0.6	0.4
O=C(CCCCC(=O)Nc1ccc(F)cc1)Nc1ccc(F)cc1	5	-1	-3	0	-7	-4	6	-4	0.0	-0.6
S=c1nc(C2CCCCC2)[nH]c2ccccc12	7	-13	-1	-3	4	nt	-4	-3	0.5	0.3
Cc1cc2cc3c(cc2nc1SCC(=O)Nc1nc(C)c(C)s1)OCO3	-7	6	0	2	2	-4	7	-1	0.4	0.2
Cc1ccc(C(=O)NNC(=O)CSc2nnc(-c3ccncc3)n2C)cc1	-2	5	1	-2	0	-3	-7	0	0.1	-2.3
CC(OC(=O)Cn1cnc2c1c(=O)n(C)c(=O)n2C)C(=O)c1ccccc1 (centres undefined)	-10	18	-1	0	-3	-5	-16	0	-2.2	-0.2
CCNC(=O)Cn1cc(C#N)c2ccccc21	1	-1	-2	1	-4	-2	4	-1	0.0	0.5
COc1cccc(C(=O)C[n+]2cccc3cc(OC)ccc32)c1	-3	26	-1	-3	1	-6	-7	-7	0.1	-0.3
O=[N+]([O-])c1ccc(-c2nc(C(Cl)Cl)c3ccccc3n2)cc1	-8	5	-2	0	2	-3	3	-2	-0.4	-1.2
CCOc1ccc(CCN2C(=S)N([C@@H](CC(C)C)CN3CCCC3CN3C(=S)NC[C@@H]3CC(C)C)C[C@@H]2CC(C)C)cc1 (some centres undefined)	-5	-5	-2	-4	2	-4	4	0	-0.6	7.4
O=C(Cc1cccs1)N1CCN(S(=O)(=O)c2ccccc2)CC1	1	-4	-4	-1	-3	0	-9	0	0.4	-0.4
COc1cc(NC(=O)C2CC(c3c(F)cccc3Cl)=NO2)c(OC)cc1Cl (centres undefined)	-12	-82	-7	-6	1	nt	6	-2	-1.1	0.8
Cc1ccc(NC(=O)c2ncn(CCCNCC(C)c3ccccc3)n2)cc1C (centres undefined)	-5	-1	0	-7	3	-3	-4	-5	-0.6	-2.4
COC(=O)C1=C(O)/C(=C\c2ccc(CNS(=O)(=O)c3ccc(Cl)cc3)o2)N=C1C	-2	-1	-10	5	17	1	6	-8	-1.8	2.8
